# Compound activity: PubChem, The Scripps Research Institute Molecular Screening Center
# OXTR potentiator: potentiators of human oxytocin receptor. P30559. CHO-OTR cells, Fluo-8 calcium fluorescence, potentiator mode; 0% = oxytocin EC15, 100% = EC100. activation, % at 3 µM. hit rate 0.061% among 320,000. AID 2445;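 active = activation above that plate's cutoff, the mean activation of tested compounds plus 3 SD, cut at about 6.6% in these data, passing the limit was not always enough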;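 also: 100% uses oxytocin at 75 nM as the full agonist control; some results filed as inactive read as strong as hits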
#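 Assay system: CHO cell line stably expressing human OTR. Reagent: EC15 oxytocin agonist. Dosing: single dose, 3.0 µM nominal final compound concentration. Timing: compound 6 min at room temperature before oxytocin, 100 s read. Signal: kinetic Fluo-8 calcium fluorescence. Controls: oxytocin EC15 low and EC100 high.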
# TAAR1 antagonist: human TAAR1 antagonism | Q96RJ0 | CHO RD-HGA16 TAAR1, Fluo-8 calcium fluorescence, antagonist | inhibition, % at 3 µM | hit rate 1.5% among 360,000;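 active = inhibition above a per-plate cutoff, the mean inhibition of test compounds on that plate plus 3 SD, cut at about 49% in these data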;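 also: 0% = DMSO plus EC80 beta-PEA response and 100% = DMSO alone without agonist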
# Target sequence (Q96RJ0 whole entry, looked up): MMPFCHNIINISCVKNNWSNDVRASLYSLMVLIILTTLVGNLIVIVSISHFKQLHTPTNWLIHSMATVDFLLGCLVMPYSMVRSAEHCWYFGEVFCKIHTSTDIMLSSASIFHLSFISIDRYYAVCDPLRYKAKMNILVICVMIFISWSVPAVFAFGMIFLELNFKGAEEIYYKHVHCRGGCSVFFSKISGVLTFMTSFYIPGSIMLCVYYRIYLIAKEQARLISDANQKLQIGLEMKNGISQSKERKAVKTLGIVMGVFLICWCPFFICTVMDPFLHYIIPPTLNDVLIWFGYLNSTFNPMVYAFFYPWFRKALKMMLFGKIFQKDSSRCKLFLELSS
#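 Material: RD-HGA16 CHO cells with stable hTAAR1 and Gα16; Dosing: single nominal final test compound concentration of 3 µM; Schedule: seeding 17-24 h prior, 75-min 37 °C, 30-min RT dye loading; Detection: kinetic Fluo-8 calcium fluorescence measurement; Measure: % inhibition from peak post-agonist over basal fluorescence ratio; Benchmarks: vehicle and agonist controls.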
# CHO-K1 Ca ag: nonselective activator or artifact in parental CHO-K1 cells. Fluo-8 calcium fluorescence; scaled to maximal ATP response, vehicle zero. activation, % at 3 µM. hit rate 0.48% among 360,000. AID 602248; in the data active = activation above about 15%;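 also: untransfected CHO-K1 host cells lacking M1 receptor as counterscreen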
# M1 ag: human M1 muscarinic receptor agonism. P11229. CHO-K1 hM1, Fluo-8 calcium fluorescence, agonist mode; 0% DMSO, 100% acetylcholine EC100. activation, % at 3 µM. hit rate 0.33% among 360,000;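 active = activation above the run's mean compound activation plus 3 SD, cut at about 16% in these data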;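 also: peak over basal fluorescence ratio within a 140 s kinetic read after compound addition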
# Target sequence (P11229 whole entry, looked up): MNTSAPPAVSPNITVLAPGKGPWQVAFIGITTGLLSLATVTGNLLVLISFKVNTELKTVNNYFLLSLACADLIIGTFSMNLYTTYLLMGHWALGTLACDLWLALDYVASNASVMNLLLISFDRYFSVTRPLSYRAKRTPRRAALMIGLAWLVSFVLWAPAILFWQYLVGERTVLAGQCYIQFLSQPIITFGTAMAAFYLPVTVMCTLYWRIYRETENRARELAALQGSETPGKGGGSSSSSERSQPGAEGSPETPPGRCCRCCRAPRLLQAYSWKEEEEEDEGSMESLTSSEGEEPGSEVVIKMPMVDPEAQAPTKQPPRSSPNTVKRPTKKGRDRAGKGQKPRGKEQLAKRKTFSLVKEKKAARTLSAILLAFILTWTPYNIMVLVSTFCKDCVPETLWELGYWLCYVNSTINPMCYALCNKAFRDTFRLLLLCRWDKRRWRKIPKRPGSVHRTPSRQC
# CHO parental Ca: counter-screen: ATP calcium response change in parental CHO cells; AID 463079; inhibition, % at 5.6 µM; hit rate 0.63% among 330,000; parental CHO-K1, ATP-induced calcium, Fluo-8 fluorescence;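 active = inhibition above that plate's mean sample inhibition plus 3 SD, cut at about 26% in these data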;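 also: 0% = ATP-challenged DMSO wells and 100% = DMSO wells without ATP; some compounds past the cut are filed as inactive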
#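 Test system: untransfected parental CHO cell line; also added: ATP stimulus; dosing: 5.6 µM, single dose; signal: calcium-sensitive Fluo-8 fluorescence; measure: percent inhibition of ATP-evoked calcium rise, normalized to controls; benchmarks: low control ATP plus DMSO, high control DMSO only; replication: one well per compound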
# M1 PAM parental: M1 PAM counterscreen hit in parental CHO-K1 cells | ATP EC20, Fluo-8 calcium fluorescence; 0% at ATP EC20, 100% at ATP max | hit rate 0.02% among 360,000 | activation, % at 3 µM;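 active = activation above the run cutoff, the mean activation of all test compounds plus 3 SD, cut at about 40% in these data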;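 also: peak over basal fluorescence ratio in a 140 s read after ATP addition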
# TAAR1 agonist: agonists of human TAAR1. CHO RD-HGA16 TAAR1, Fluo-8 calcium fluorescence; vehicle wells 0%, saturating PEA agonist 100%. hit rate 0.99% among 360,000. AID 624467. Q96RJ0. activation, % at 3 µM;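 active = activation above the mean activation of all test compounds in the run plus 3 SD, cut at about 38% in these data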
#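 Signal – calcium-sensitive Fluo-8 signal, excitation 470-495, emission 515-575 nm · System – RD-HGA16 (CHO) cells co-expressing Gα16 and hTAAR1 · Incubation – 17-24 h seeding, 75 min 37 °C dye, 30 min RT · Compound dosing – 3 µM single concentration · Repeats – no replicates (n 1)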
# V1aR counter: V1a receptor agonism, counter-screen for OXTR agonists; P37288; CHO-V1R cells, Fluo-8 calcium fluorescence, agonist mode; 0% DMSO, 100% 3 nM vasopressin; activation, % at 3 µM; hit rate 0.25% among 320,000; AID 2797;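 active = activation above the mean activation of all tested compounds plus 3 SD, per screening run, cut at about 20% in these data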;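 also: signal is peak over basal fluorescence ratio across a 100 second FLIPR read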
# CHO-K1 Ca antag: M1 antagonist counterscreen hit in parental CHO-K1 cells; hit rate 0.6% among 360,000; ATP-induced calcium, Fluo-8 fluorescence; inhibition, % at 3 µM;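 active = inhibition above a per-plate cutoff, the plate's mean sample inhibition plus 3 SD, cut at about 24% in these data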;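 also: 0% = DMSO plus EC80 ATP and 100% = DMSO alone without ATP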
# Numbers without * were called inactive; / = not tested or not shown.
SMILES,OXTR potentiator,TAAR1 antagonist,CHO-K1 Ca ag,M1 ag,CHO parental Ca,M1 PAM parental,TAAR1 agonist,V1aR counter,CHO-K1 Ca antag
Cc1cc(C)cc(NC(=O)COC(=O)CCn2c(C)csc2=O)c1,-8.7,10.3,0.0,-1.5,-15.6,5.9,0.3,0.3,-8.3
CCN(CC)Cc1c(O)ccc2c1O/C(=C\C=C\c1ccccc1)C2=O,-1.3,-9.6,5.1,-1.8,-14.3,14.9,5.9,1.9,-0.3
CC(C(=O)Nc1ccc(O)cc1)c1cccc(C(=O)c2ccccc2)c1 (configuration not stated),-15.6,13.2,5.7,2.0,0.8,10.7,19.4,10.4,3.9
CCc1nnc(NC(=O)C2=NN(C3CCS(=O)(=O)C3)C(=O)CC2)s1 (configuration not stated),-12.8,9.5,0.8,1.4,-0.5,15.8,3.4,-0.5,-5.4
CC(C)CN(C(=O)C1CCCC1)C1CCS(=O)(=O)C1 (configuration not stated),/,-6.8,0.1,6.1,/,-14.0,-0.3,/,13.9
O=C(c1cccs1)N1CCN(Cc2ccc3c(c2)OCO3)CC1,-7.6,/,0.2,-5.3,-9.5,10.0,/,-0.3,-7.5
CC(C)CN1C(=O)CC(Sc2ccccc2C(=O)O)C1=O (configuration not stated),4.2,4.1,1.1,-4.0,-13.5,6.4,18.3,1.2,-22.9
Nc1cc2c(cc1[N+](=O)[O-])OCCO2,-6.7,1.1,0.9,-6.8,-14.1,19.9,1.9,0.7,-5.0
O=C(COC(=O)c1c2c(nc3ccccc13)CCCC2)c1ccc(Br)s1,-10.3,49.0*,0.0,-8.2,-16.9,14.9,4.5,1.3,-19.9
Clc1ccc(-c2nc(-c3ccccn3)no2)cc1Cl,-3.5,-3.2,1.3,-1.7,-18.1,-2.1,6.2,1.1,-10.6
CC(=O)Nc1ccc(CCCCc2ccccc2)cc1,/,-7.2,0.9,-1.3,/,13.7,4.0,/,-11.9
CCc1nc2ccc(C(=O)NCCCn3ccnc3)cn2c1N(C)C(=O)COc1ccccc1,/,-15.5,-0.1,-7.3,/,0.1,3.4,/,-5.8

# Additional results:
SMILES,OXTR potentiator,TAAR1 antagonist,CHO-K1 Ca ag,M1 ag,CHO parental Ca,M1 PAM parental,TAAR1 agonist,V1aR counter,CHO-K1 Ca antag
CC(=O)c1ccc(N2CCN(C(=O)C3CCN(S(=O)(=O)c4cccs4)CC3)CC2)cc1,-12.9,6.0,11.6,-6.7,0.2,18.7,13.7,7.6,-10.3
CCOc1ccccc1N1CCN(Cc2cc3c(cc2[N+](=O)[O-])OCO3)CC1,-2.2,10.1,-0.2,-8.1,-23.1,10.7,14.0,-1.1,-4.3
CCOc1cc(C(=S)N2CCC(O)CC2)ccc1OS(=O)(=O)c1ccc(Br)cc1,-10.9,1.4,11.7,-3.2,-7.9,6.5,6.0,9.0,-0.3
Cc1nc(C)c(C(=O)NCc2ccccc2Cl)o1,-8.2,/,5.3,-0.4,-18.0,-13.6,/,4.8,1.4
O=C(COC(=O)c1cncc(Br)c1)Nc1nc(-c2ccc(F)cc2)cs1,-3.2,-29.4,0.3,-2.4,-3.0,16.0,0.0,-0.5,-13.2
Cc1onc(-c2ccccc2)c1C(=O)NCc1cccc(Cl)c1,1.5,-6.3,0.3,-9.7,-10.9,-5.5,-1.1,0.3,-8.9
CCOc1ccc(NC2=NC(C)(C)N=C(N)N2)cc1,-0.8,18.2,0.3,-5.8,-10.5,13.9,-0.7,1.0,-7.8
O=C(N/N=C/c1c[nH]c2ccccc12)c1ccncc1,-2.5,6.3,4.9,-2.2,-0.7,0.0,1.5,1.2,-2.8
COc1ccc(Cc2nc3ccc(C(=O)N4CCC(C(N)=O)CC4)cc3o2)cc1,/,-19.4,0.1,-1.6,/,5.3,7.5,/,-0.4
O=C(/C=C/c1ccccc1)NC(NC(=S)Nc1cccc(Cl)c1)C(Cl)(Cl)Cl (configuration not stated),-30.9,12.4,6.8,1.9,22.4,-2.3,12.4,6.2,19.7
C[C@@H]1CN([C@H](C)CO)C(=O)CCCn2nncc2CO[C@@H]1CN(C)S(=O)(=O)c1ccccc1C#N,/,-21.5,0.1,-7.7,/,14.6,7.5,/,-10.2
CN(Cc1ccsc1)C(=O)CCc1nnc(CCCc2ccccc2)o1,1.9,-36.6,1.2,-2.5,-13.7,16.7,1.0,1.0,-10.7

# Reprinted at random: three compounds from above.
SMILES,OXTR potentiator,TAAR1 antagonist,CHO-K1 Ca ag,M1 ag,CHO parental Ca,M1 PAM parental,TAAR1 agonist,V1aR counter,CHO-K1 Ca antag
O=C(/C=C/c1ccccc1)NC(NC(=S)Nc1cccc(Cl)c1)C(Cl)(Cl)Cl (configuration not stated),-30.9,12.4,6.8,1.9,22.4,-2.3,12.4,6.2,19.7
O=C(COC(=O)c1cncc(Br)c1)Nc1nc(-c2ccc(F)cc2)cs1,-3.2,-29.4,0.3,-2.4,-3.0,16.0,0.0,-0.5,-13.2
O=C(N/N=C/c1c[nH]c2ccccc12)c1ccncc1,-2.5,6.3,4.9,-2.2,-0.7,0.0,1.5,1.2,-2.8

# Other compounds follow:
SMILES,OXTR potentiator,TAAR1 antagonist,CHO-K1 Ca ag,M1 ag,CHO parental Ca,M1 PAM parental,TAAR1 agonist,V1aR counter,CHO-K1 Ca antag
CCc1nn2c(=O)cc(COc3ccc(NC(=O)c4ccco4)cc3)nc2s1,-3.5,5.8,0.3,-0.7,-13.0,1.1,0.5,4.1,-16.8
CCOc1ccccc1NC(=O)NS(=O)(=O)c1ccc(C)cc1,-0.7,-11.0,0.2,-0.3,-3.0,1.5,2.9,0.9,-1.4
COc1ccc(NC(=S)Nc2ccc(N)c([N+](=O)[O-])c2)cc1,-12.9,-2.9,0.2,-5.2,-0.9,5.9,2.5,0.4,0.0
COc1ccc(CC(=O)NNC(=O)CCC(=O)Nc2cc(C)ccc2C)cc1,-2.2,5.8,0.9,-6.7,-9.8,14.7,0.4,0.8,1.2
O=C(CN1CCN(C(=O)c2ccc(-c3nc4ccccc4s3)o2)CC1)Nc1ccccc1Cl,/,21.0,0.3,-0.7,/,7.1,5.6,/,-18.9
CC(=O)c1cccc(N2C(=NC(=O)CCc3ccccc3)SC3CS(=O)(=O)CC32)c1 (configuration not stated),-12.6,-6.4,1.6,4.1,-7.6,14.3,2.6,5.0,-14.3
COc1cccc(-c2ncc3ccccc3c2COC(=O)c2ccco2)c1,1.7,9.2,0.1,-7.9,-2.4,6.0,5.3,0.1,-2.9
COc1ccc(C(=O)C[n+]2ccc3c(c2)nc(-c2cc(OC)c(OC)cc2OC)n3C)cc1,-5.1,-28.6,0.4,-8.2,-3.5,25.9,2.0,0.0,-6.9
COc1cc(/C=C2/SC(=S)N(CC(=O)NC(C)(C)C)C2=O)cc(OC)c1OC,-7.5,-18.5,0.2,-2.7,-10.9,4.0,-1.6,1.5,1.1
N#Cc1c(N)c(C#N)c(-c2ccc3c(c2)OCO3)c2c1CCCC2,-4.2,-16.7,-0.2,-6.8,-11.2,18.0,8.2,-0.7,-9.6
CC(=O)Nc1ccc(-c2nnn(CC(=O)Nc3ccc4c(c3)OCO4)n2)cc1Cl,-8.3,16.9,0.6,-5.7,3.1,4.1,13.2,-0.9,-7.1
O=c1c(-c2ccccc2)c(O)c2cccc3c2n1CCC3,0.8,-11.4,-0.8,-3.8,0.8,19.3,-1.1,-1.4,-10.9

# The listing continues.
SMILES,OXTR potentiator,TAAR1 antagonist,CHO-K1 Ca ag,M1 ag,CHO parental Ca,M1 PAM parental,TAAR1 agonist,V1aR counter,CHO-K1 Ca antag
Cc1c(COc2ccc3ccccc3c2)nnn1CC(=O)NS(=O)(=O)c1ccccc1C(F)(F)F,/,-24.2,0.4,-1.8,/,20.9,1.1,/,-14.2
N#C/C(=C\c1ccncc1)C(N)=O,-10.4,-5.2,-0.2,-3.3,0.1,6.4,2.0,1.8,4.6
COc1ccc(CCNC(=O)CCNC(=O)N2CC(=O)Nc3ccccc32)cc1OC,-3.5,-18.9,0.2,-3.7,-12.2,13.8,1.8,1.2,-0.3
Cc1cc(-c2ccc(S(=O)(=O)Nc3ccc(C#N)cc3)s2)on1,-8.8,5.9,3.6,2.2,7.1,-16.3,4.8,3.7,-7.6
Cc1nn(Cc2cccc(C(=O)Nn3cc([N+](=O)[O-])cn3)c2)c(C)c1[N+](=O)[O-],-4.4,0.7,0.8,-3.3,-13.8,26.8,0.7,0.5,-9.9
COCCCNC(=O)Cn1ccc(NC(=O)OCc2ccccc2)nc1=O,-2.8,2.5,0.1,-1.2,-7.4,4.5,15.9,0.8,-6.2
CCCCNC(=O)Oc1ccc(C(=O)N2c3ccccc3NC(=O)C2C)cc1 (configuration not stated),-9.3,-2.7,1.2,-2.7,-5.4,12.8,2.8,-0.1,-9.2
COc1ccc(-c2noc(CNC(=O)c3ccoc3C)n2)cc1,-8.6,0.2,3.2,-1.0,-1.7,13.2,5.2,1.0,-13.4
Cc1cc(C)cc(C(=O)NCc2ccc3c(c2)OCO3)c1,-1.7,-4.2,0.6,-3.4,-1.6,9.9,-0.6,-1.1,-12.4
COCCCn1c(CCC(=O)O)ccc1-c1cccs1,-6.3,-5.0,0.2,-4.4,-8.7,25.1,4.1,0.2,-16.3
O=S(=O)(Nc1ccc(C(O)(C(F)(F)F)C(F)(F)F)cc1)c1cccc2cccnc12,/,4.7,3.1,-2.7,/,9.7,4.2,/,9.0
CC(CCc1ccccc1)NC(=O)CN1CCN(Cc2ccccc2)C1=O (configuration not stated),1.4,-0.5,0.3,-6.1,-22.6,4.0,0.1,-0.7,-7.1

# Additional structures follow:
SMILES,OXTR potentiator,TAAR1 antagonist,CHO-K1 Ca ag,M1 ag,CHO parental Ca,M1 PAM parental,TAAR1 agonist,V1aR counter,CHO-K1 Ca antag
O=[N+]([O-])c1cccc(/C=C/c2ccccn2)c1,-2.9,-2.9,-0.3,-1.9,-2.3,-17.3,0.7,0.2,6.6
CCOC(=O)C1=C[C@@H](C(C)C)N(S(=O)(=O)c2ccc(C)cc2)[C@H]1c1ccc(C(F)(F)F)cc1,/,-28.6,0.1,-6.8,/,1.9,4.2,/,5.0
C[C@@H]1CN([C@@H](C)CO)C(=O)c2cc(Br)cnc2O[C@H]1CN(C)C(=O)Nc1ccc2c(c1)OCO2,/,20.9,0.8,2.4,/,-2.7,0.9,/,1.5
CCc1ccc([C@H]2[C@@H]3C(=O)C[C@@H]4C(=O)NC(=O)[C@@H]4[C@@H]3CN2S(=O)(=O)c2ccc(C)cc2)cc1,/,-9.3,0.7,-2.6,/,2.9,2.5,/,2.6
